Source: PubChem BioAssay
NCI-60 one-dose screen, 48 h, at 10 µM unless noted. Numbers give growth in % (100 = growth as untreated, 0 = no growth, -100 = all killed).
SK-MEL-28: SK-MEL-28 melanoma; 4.1% of 81,000 active
MALME-3M: MALME-3M melanoma. 5.8% of 78,000 active. AID 1794766
SK-MEL-5: SK-MEL-5 melanoma. AID 1794755. 6.4% of 80,000 active
UACC-257: UACC-257 melanoma; 4.4% of 78,000 active; AID 1794764
T-47D: T-47D breast cancer; 5% of 79,000 active
HS 578T: HS 578T breast cancer | 4.1% of 78,000 active
LOX IMVI: LOX IMVI melanoma; 7.4% of 79,000 active
SK-MEL-2: SK-MEL-2 melanoma; 4.7% of 77,000 active
Numbers without * were called inactive; . = no result given; & = joins results of further samples; ! = repeats disagree. Rule for the calls: active = growth percent below 10; inactive = the rest.

Start of the data: the first 15 records as a preview:
1: N#CC1=C(c2c[nH]c3ccccc23)Nc2nc(N)[nH]c(=O)c2C1c1ccc(Cl)cc1 (stereo not given)
2: CC1(C)CNC(C2CCC=CO2)O1 (stereo not given)
3: O=C1CSC(=S)N1c1ccc(Cl)cc1
4: CC1=C[C@@]2(CCCO)c3cc4c(cc3CC[C@@]2(C)[C@@H]1C)[nH]c1ccccc14
5: CNC(=O)c1cc(Oc2ccc3c(c2)sc2nc(-c4ccc(N)cc4)cn23)ccn1
6: O=C(CSc1nnc(-c2ccc3nc(-c4ccc(Cl)cc4)[nH]c3c2)o1)Nc1ccc(C(=O)/C=C/c2ccccc2)cc1
7: CCOC(=O)c1c(C)nc2ccccc2c1/C=C/c1ccccc1
8: Cc1nc2ccc(Cl)cc2[nH]1
9: COc1ccc(N=C(C)c2ccc(OC)cc2)cc1
10: Cc1nc2nccnc2[nH]1

compound no.	1	2	3	4	5	6	7	8	9	10
SK-MEL-28	92	95	107	94	66	115	102	128	106	112
MALME-3M	79	.	108	82	67	96	111	101	104	109
SK-MEL-5	81	107	97	103	-0.7*	99	-0.2*	91	101	115
UACC-257	91	112	105	99	.	114	77	.	92	101
T-47D	84	100	88	90	36	105	26	179	85	97
HS 578T	83	109	111	91	55	105	95	85	97	109
LOX IMVI	97	99	79	99	23	77	72	86	72	97
SK-MEL-2	93	79	111	95	36	120	72	95	101	100

11: CN(C)CC(=O)Nc1nc(-c2cccc(NS(=O)(=O)c3cccc4c(N(C)C)cccc34)c2)cs1
12: CSc1nc(N)c(CNC(C)c2ccccc2)c(=O)n1C (stereo not given)
13: Cc1c(Cl)cccc1NC(=O)COC(=O)CN1C(=O)NC(C)(C)C1=O
14: CCOC(=O)c1c(NCC(=O)Nc2cccc([N+](=O)[O-])c2)sc2c1CCCC2
15: O=C(N/N=C/c1ccco1)c1[nH]c2ccc(Br)cc2c1-c1ccccc1

compound no.	11	12	13	14	15
SK-MEL-28	104	109	104	-80*	60
MALME-3M	85	.	92	-64*	55
SK-MEL-5	63	113	102	-98*	-16*
UACC-257	86	90	.	-27*	73
T-47D	57	97	90	-28*	61
HS 578T	91	100	98	-15*	32
LOX IMVI	95	92	95	-73*	.
SK-MEL-2	94	99	89	-43*	14

The whole of this part, from the first entry:
1: N#CC1=C(c2c[nH]c3ccccc23)Nc2nc(N)[nH]c(=O)c2C1c1ccc(Cl)cc1 (stereo not given)
2: CC1(C)CNC(C2CCC=CO2)O1 (stereo not given)
3: O=C1CSC(=S)N1c1ccc(Cl)cc1
4: CC1=C[C@@]2(CCCO)c3cc4c(cc3CC[C@@]2(C)[C@@H]1C)[nH]c1ccccc14
5: CNC(=O)c1cc(Oc2ccc3c(c2)sc2nc(-c4ccc(N)cc4)cn23)ccn1
6: O=C(CSc1nnc(-c2ccc3nc(-c4ccc(Cl)cc4)[nH]c3c2)o1)Nc1ccc(C(=O)/C=C/c2ccccc2)cc1
7: CCOC(=O)c1c(C)nc2ccccc2c1/C=C/c1ccccc1
8: Cc1nc2ccc(Cl)cc2[nH]1

compound no.	1	2	3	4	5	6	7	8
SK-MEL-28	92	95	107	94	66	115	102	128
MALME-3M	79	.	108	82	67	96	111	101
SK-MEL-5	81	107	97	103	-0.7*	99	-0.2*	91
UACC-257	91	112	105	99	.	114	77	.
T-47D	84	100	88	90	36	105	26	179
HS 578T	83	109	111	91	55	105	95	85
LOX IMVI	97	99	79	99	23	77	72	86
SK-MEL-2	93	79	111	95	36	120	72	95

9: COc1ccc(N=C(C)c2ccc(OC)cc2)cc1
10: Cc1nc2nccnc2[nH]1
11: CN(C)CC(=O)Nc1nc(-c2cccc(NS(=O)(=O)c3cccc4c(N(C)C)cccc34)c2)cs1
12: CSc1nc(N)c(CNC(C)c2ccccc2)c(=O)n1C (stereo not given)
13: Cc1c(Cl)cccc1NC(=O)COC(=O)CN1C(=O)NC(C)(C)C1=O
14: CCOC(=O)c1c(NCC(=O)Nc2cccc([N+](=O)[O-])c2)sc2c1CCCC2
15: O=C(N/N=C/c1ccco1)c1[nH]c2ccc(Br)cc2c1-c1ccccc1
16: Oc1ccc2ccccc2c1C=Nc1ccccc1

compound no.	9	10	11	12	13	14	15	16
SK-MEL-28	106	112	104	109	104	-80*	60	100
MALME-3M	104	109	85	.	92	-64*	55	90
SK-MEL-5	101	115	63	113	102	-98*	-16*	99
UACC-257	92	101	86	90	.	-27*	73	94
T-47D	85	97	57	97	90	-28*	61	85
HS 578T	97	109	91	100	98	-15*	32	75
LOX IMVI	72	97	95	92	95	-73*	.	86
SK-MEL-2	101	100	94	99	89	-43*	14	97

17: O=C(C[C@@H](C(=O)NCc1cccc(C(F)(F)F)c1)N1C(=O)[C@@H](N2C(=O)OC[C@@H]2c2ccccc2)[C@H]1/C=C/c1ccccc1)NC1CCN(Cc2ccccc2)CC1
18: CO/N=C(\C(=O)NC1C(=O)N2C(C(=O)OCOC(=O)C(C)(C)C)=C(/C=C\c3scnc3C)CSC12)c1csc(N)n1 (stereo not given)
19: COc1ccc(-c2cc3c(ncn4nc(-c5ccccc5)nc34)o2)cc1
20: CC(C)(C)c1ccc(S(=O)(=O)Oc2ccc(NC(=O)C3CCCCC3)cc2)cc1
21: COc1ccc(NC(=O)[C@H](CO)NC(=O)OC(C)(C)C)cc1C(=O)Nc1cccc(C2CC(=O)c3c(cc(OC)c(OC)c3OC)O2)c1 (stereo not given in full)
22: COc1cccc(/C=C/C(=O)c2ccc(OC)c(S(N)(=O)=O)c2)c1
23: COc1ccccc1/C(=C/c1ccc([N+](=O)[O-])cc1)C(=O)O
24: CCn1c(=S)sc2c(Nc3ccc(F)cc3)nc(-c3cccnc3)nc21

compound no.	17	18	19	20	21	22	23	24
SK-MEL-28	81	116	112	67	71	61	111	86
MALME-3M	-17*	107	106	79	61	71	95	84
SK-MEL-5	43	101	100	26	28	.	102	88
UACC-257	77	96	112	.	75	66	105	79
T-47D	51	108	89	0.9*	26	21	97	30
HS 578T	73	115	102	81	54	92	103	49
LOX IMVI	24	99	91	49	.	-70*	99	69
SK-MEL-2	50	101	120	32	53	97	89	63

25: C[C@]12C=CC(=O)C=C1CC[C@@H]1[C@@H]2[C@@H](O)C[C@@]2(C)[C@H]1CC[C@]2(O)C(=O)CO
26: Cc1cc(=O)oc2cc(OCC(O)CNN3C(=O)c4cccc5c(N6CCN(c7ccccc7)CC6)ccc(c45)C3=O)ccc12 (stereo not given)
27: CCC(C)[C@@H]1NC(=O)[C@@H]2CCCN2C(=O)[C@H](Cc2ccccc2)NC(=O)[C@@H]2CCCN2C(=O)[C@H](Cc2ccccc2)NC(=O)[C@@H]2CCCN2C(=O)[C@H](Cc2ccccc2)NC1=O (stereo not given in full)
28: Cc1nc(-c2ccccc2)cc2c(O)c(C(=O)N/N=C/C=C/c3ccccc3)[nH]c(=O)c12
29: O=C1c2cccnc2C(=O)c2c1c(C(=O)NCCn1ccnc1)c1ccccn21
30: COc1ccc(OC)c(-c2nc3ccc(-c4nc5ccc(N6CCN(C)CC6)cc5[nH]4)cc3[nH]2)c1
31: COc1cc(C2CC(c3ccccc3)=Nc3c(N)nc(N)nc3N2)ccc1Oc1nc(Nc2ccc(F)cc2)nc(N(C)C)n1 (stereo not given)
32: CN1C(=O)N(C)C2Nn3c(s/c(=C4\C(=O)Nc5ccccc54)c3=O)=NC21 (stereo not given)

compound no.	25	26	27	28	29	30	31	32
SK-MEL-28	115	119	95	106	68	98	68	102
MALME-3M	144	107	126	106	-69*	109	32	79
SK-MEL-5	96	110	100	103	-97*	84	-98*	98
UACC-257	90	109	.	95	-29*	105	45	102
T-47D	122	95	99	94	24	95	54	83
HS 578T	143	102	106	107	66	86	48	90
LOX IMVI	98	102	103	102	6.7*	98	23	94
SK-MEL-2	101	113	.	111	27	109	55	102

33: CNCCC(Oc1ccc(C(F)(F)F)cc1)c1ccccc1 (stereo not given)
34: Cc1ncc2c(n1)NC(=O)NC2
35: CC1OC(OC2C(OC3C[C@@]4(C)C(C[C@H](O)[C@H]5[C@H](C6(C)CCC(C(C)(C)O)O6)CCC54C)[C@]4(C)CC[C@@H](O)C(C)(C)C34)OC(CO)C(O)C2O)C(O)C(O)C1O (stereo not given in full) (tested in a mixture with another compound)
36: CC(C)(C)c1cc(NCc2ccc(F)cc2)n(-c2ccccc2)n1
37: Brc1ccc(-c2csc(Nc3nc(-c4ccc(Br)cc4)cs3)n2)cc1
38: CNC(=O)n1cc(Cl)ccc1=O
39: NC(N)=NNC(=O)Cc1ccc(Cl)cc1
40: O=C(CNc1nc(-c2cccc([N+](=O)[O-])c2)cs1)Nc1ccc(Br)cc1

compound no.	33	34	35	36	37	38	39	40
SK-MEL-28	108	124	.	119	111	101	100	107
MALME-3M	103	.	96	92	139	111	103	100
SK-MEL-5	.	104	39	91	98	100	105	106
UACC-257	100	100	94	110	64	82	100	111
T-47D	93	102	105	65	48	106	102	117
HS 578T	89	105	.	93	96	114	108	123
LOX IMVI	80	97	106	89	83	103	92	101
SK-MEL-2	101	103	117	97	80	.	130	114

41: CC(=O)Oc1cc(C(C)C)c(OCCN(C)C)cc1C
42: N#Cc1ccccc1-c1ccc(CN2C(=O)S/C(=C\c3cccc(Oc4ccccc4)c3)C2=O)cc1
43: CCOC(=O)c1c(C)nc2c(c1N)C(=O)C(=O)N2c1ccccc1
44: COc1ccc(N2CCN(Cc3nnc4n(Cc5ccccc5)c(=O)c5c6c(sc5n34)CCCC6)CC2)cc1
45: CCCCNP1(NCCCC)=NP(NCCCC)(NCCCC)=NP(NCCCC)(NCCCC)=NP(NCCCC)(NCCCC)=N1
46: CCCCCCCCn1ccc2cc(NC(=O)CN3CCN(c4cc(C)nc(N5CCCCC5)n4)CC3)ccc21
47: CCOC(=O)C1=CC2CCOC2O1 (stereo not given)
48: c1ccc(CCNc2c3ccccc3nc3ccccc23)cc1

compound no.	41	42	43	44	45	46	47	48
SK-MEL-28	89&119	114	112	105	37	96	103	68
MALME-3M	106&97	102	97	98	-18*	81	92	57
SK-MEL-5	103&106	101	97	100	-94*	94	93	65
UACC-257	-91*!	98	101	89	-23*	98	92	55
T-47D	86&90	71	74	87	-5.9*	94	.	49
HS 578T	98&99	103	102	126	-8.0*	100	98	73
LOX IMVI	102&94	101	97	96	1.6*	84	95	18
SK-MEL-2	119&116	108	102	100	-23*	97	114	86

49: O=C(CSc1nc2ccccc2c(=O)n1-c1ccccc1)c1cc2cc(Br)ccc2oc1=O
50: Cc1cc2c(cc1-c1cc(/C=C/C(=O)O)ccc1O)C(C)(C)C=CC2(C)C
51: CC[C@]12CN3CCc4c([nH]c5ccccc45)[C@@](C(=O)OC)(c4cc5c(cc4OC)N(C)[C@H]4[C@@](O)(C(=O)OC)[C@H](OC(C)=O)[C@]6(CC)C=CCN7CC[C@]54[C@@H]76)CC(C3)[C@H]1O2 (stereo not given in full)
52: C=CCn1c(C)nc2ccc(Nc3nc(Nc4ccc(F)cc4)nc4ccccc34)cc21
53: CCO/C=C1\SC(=S)N(c2ccccc2OC)C1=O
54: COc1ccc(-c2ccc(NC(=O)Nc3ccccc3)c(C)n2)cc1
55: C/C(=N\NC(=O)Nc1cccc(C)c1)c1nnn(-c2ccc(Br)cc2)c1C
56: CCN(CC)c1ccc(/C=N/NC(=O)CSc2nc3ccccc3c(=O)n2Cc2ccc(S(N)(=O)=O)cc2)c(O)c1

compound no.	49	50	51	52	53	54	55	56
SK-MEL-28	112	113	60	72	106&95	103	107	33
MALME-3M	112	85	56	74	91&116	115	100	31
SK-MEL-5	99	93	-26*	33	101&104	86	99	5.7*
UACC-257	73	91	42	93	95&101	85	104	13
T-47D	83	98	55	35	92&110	94	104	6.3*
HS 578T	97	76	-25*	54	112&92	100	95	63
LOX IMVI	103	95	20	45	93&93	96	100	1.3*
SK-MEL-2	101	86	31	58	90&108	91	98	11

57: O=C(Nc1ccc(OCc2nnc(-c3ccccc3)o2)c(F)c1)c1ccc(Cl)c(Cl)c1
58: C[C@]12CC[C@@H]3c4ccc(OS(=O)(=O)O)cc4CC[C@H]3[C@@H]1CC[C@@H]2NS(=O)(=O)c1cccc(Br)c1
59: FC(F)(F)C(Cl)Br (stereo not given)
60: COc1cc(-c2c(-c3ccccc3)[nH]oc(=O)c2=O)c(OC)c2c1OCO2
61: Cc1nc2cnc(N)c(C#Cc3cncc(C(=O)Nc4ccc(Cl)c(C(F)(F)F)c4)c3)c2nc1C
62: N#C/C(=C\c1ccc(CO)o1)C(N)=O
63: Cc1nc2sc(C(=O)Nc3cccc(Cl)c3)c(N)c2cc1C(=O)c1ccc(C(F)(F)F)cc1
64: O=C(Nc1cccc(F)c1)Nc1nccnc1OCc1ccc(F)cc1
65: Cc1sc2ncnc(Sc3nc4ccccc4[nH]3)c2c1C
66: COc1ccc(-c2c(-c3cc4c(c(OC)c3OC)OCO4)noc2N)cc1
67: COc1ccc(-c2nc(NN)[nH]c(=O)c2Br)cc1

compound no.	57	58	59	60	61	62	63	64	65	66	67
SK-MEL-28	86	90	122	106	44	105	95	117	-93*	50	112
MALME-3M	85	62	.	104	40	109	74	112	-83*	57	110
SK-MEL-5	84	63	102	102	87	100	80	104	-97*	16	107
UACC-257	98	76	101	105	78	107	94	103	-89*	67	103
T-47D	79	47	119	88	109	96	91	.	-55*	47	101
HS 578T	88	77	101	96	35	108	69	112	-27*	16	103
LOX IMVI	82	.	103	91	-77*	102	88	98	-80*	44	.
SK-MEL-2	106	.	112	106	14	108	96	91	-82*	63	106
